D3 ag: qHTS of D3 Dopamine Receptor Agonist: qHTS. hit rate 0.58% among 410,000. D3R DiscoveRx beta-arrestin cells, luminescence, 90 min. max activation, %; in the data active means max activation above about 30%; further: 0% is about no effect; mostly tested at two doses, the higher about 12 µM
Target sequence (P35462 whole entry, looked up): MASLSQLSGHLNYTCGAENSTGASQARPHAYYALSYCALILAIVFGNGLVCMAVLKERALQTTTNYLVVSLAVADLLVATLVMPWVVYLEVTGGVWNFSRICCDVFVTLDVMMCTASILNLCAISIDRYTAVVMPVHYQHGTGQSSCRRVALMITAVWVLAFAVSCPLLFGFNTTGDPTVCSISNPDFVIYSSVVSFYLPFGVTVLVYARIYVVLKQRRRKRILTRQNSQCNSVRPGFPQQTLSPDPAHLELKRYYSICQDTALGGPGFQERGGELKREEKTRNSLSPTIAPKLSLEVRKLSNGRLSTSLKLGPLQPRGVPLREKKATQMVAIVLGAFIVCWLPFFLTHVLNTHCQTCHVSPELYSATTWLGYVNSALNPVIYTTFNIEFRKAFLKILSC
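Agonist mode: compounds and dopamine controls were applied to plated cells for 90 min at 37 degrees C after an overnight attachment at 1500 cells/well. Luminescent read-out followed 30 - 60 minutes at room temperature with DiscoveRx detection reagent.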
CCT modulator: High-Throughput Screening for Modulators of Cytosolic Chaperonin Activity. AID 651819, 2012. purified chaperonin ATPase assay, HTRF ADP detection, 30 min. activity change, % (no concentration beside the values), hits read low. hit rate 0.3% among 360,000; in the data active means activity change below about -30%; further: on the % scale 0 is the no-effect control and ±100 the full control effect
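ATPase activity: ADP formed was measured by HTRF Transcreener (665/615 nm ratio) after 30 min at 37 deg C with 10 uM ATP. Compounds screened at one 76 uM concentration against 40 or 20 nM TRiC in Tris pH 7.4/KCl/MgCl2/DTT buffer.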
EPAC2 antagonist: qHTS for Antagonist of cAMP-regulated guanine nucleotide exchange factor 2 (EPAC2): primary screen. Rap guanine nucleotide exchange factor 4 (Homo sapiens), Q8WZA2. Potency, µM (doses to about 114 µM), for inactives: top-dose activity, negative = inhibition, hits mostly inhibitors. hit rate 0.18% among 360,000. EPAC2 GEF exchange of Rap1B-BODIPY-GDP, fluorescence; further: potency means the concentration at half of the fitted maximal effect; on the % scale 0 is the no-effect control and ±100 the full control effect; nearly all actives have a fitted effect of over 45% in size; many of its hits are not listed in these tables
EPAC2 agonist: qHTS for Agonist of cAMP-regulated guanine nucleotide exchange factor 4 (EPAC2): primary screen; Rap guanine nucleotide exchange factor 4 (Homo sapiens), Q8WZA2; EPAC2 activation, biochemical qHTS; response scale: 100% = 6.5 mM cAMP response; Potency, µM (doses to about 154 µM), inactives show at the highest dose activation, most hits filed as activators; hit rate 0.079% among 360,000; further: potency means the concentration at half of the fitted maximal effect; nearly all actives have a fitted effect of over 50% in size
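qHTS, titration series. 100 nM EPAC2 / 250 nM Rap1B-BODIPY-GDP / 50 uM GDP; RT; ex 480/em 540 nm, 5-min reads to 30 min. Norm. to 6.5 mM cAMP = activation.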
PTHR1 agonist: qHTS for PTHR1 Agonists: Primary Screen; Parathyroid hormone/parathyroid hormone-related peptide receptor (Homo sapiens), Q03431; HEK293 GP2 PTHR1 cells, GloSensor cAMP luminescence, 1 h; Potency, µM (titrated, usually from 115 µM), for the others: at the highest dose activation, actives largely listed as activators; hit rate 0.075% among 410,000; further: potency means the concentration at half of the fitted maximal effect; nearly all actives have a fitted effect of over 55% in size; some results filed as inactive show a strong effect at the top dose; inactives centre near -15; many of its hits are not listed in these tables
Target sequence (Q03431 whole entry, looked up): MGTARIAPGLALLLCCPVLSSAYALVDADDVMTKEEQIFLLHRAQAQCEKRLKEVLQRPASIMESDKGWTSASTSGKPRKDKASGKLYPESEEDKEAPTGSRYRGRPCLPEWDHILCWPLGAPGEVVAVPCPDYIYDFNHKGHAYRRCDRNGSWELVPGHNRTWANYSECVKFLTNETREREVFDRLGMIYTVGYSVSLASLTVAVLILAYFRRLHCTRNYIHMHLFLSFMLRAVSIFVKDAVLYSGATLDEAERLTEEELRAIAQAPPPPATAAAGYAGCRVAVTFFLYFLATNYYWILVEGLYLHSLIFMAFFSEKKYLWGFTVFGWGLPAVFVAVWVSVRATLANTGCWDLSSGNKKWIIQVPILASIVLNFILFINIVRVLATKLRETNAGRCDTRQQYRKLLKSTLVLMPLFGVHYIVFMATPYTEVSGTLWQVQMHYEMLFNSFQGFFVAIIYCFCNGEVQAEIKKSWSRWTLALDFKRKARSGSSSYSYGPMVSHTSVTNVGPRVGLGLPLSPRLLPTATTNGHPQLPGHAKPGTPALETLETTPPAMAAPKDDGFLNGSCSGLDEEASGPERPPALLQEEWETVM
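HEK-293-derived GP2 cells expressing PTHR1 and a GloSensor cAMP reporter, 3,000/well, plated overnight, given luciferin plus IBMX (each 0.5 mM as added) for 1 h at 37 °C, then compound for 1 h at 37 °C. Luminescence was read after 15 min at room temperature.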
D3 antag: qHTS of D3 Dopamine Receptor Antagonist: qHTS. D(3) dopamine receptor (Homo sapiens), P35462. D3R cells, DiscoveRx beta-arrestin luminescence, antagonist mode; hits give low values. max response, negative = inhibition, %. hit rate 2.5% among 360,000. AID 652054, 2013; in the data active means max response below about -50%; inconclusive means no clear call, values can overlap the other calls; further: on the % scale 0 is the no-effect control and ±100 the full control effect; mostly tested at two doses, the higher about 12 µM
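Cells plated overnight at 1500 cells/well, then exposed to library compounds with dopamine controls for 90 minutes at 37 degrees C. DiscoveRx reagent added for 30–60 minutes at room temperature; luminescence read, quantitative HTS format.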
Mm-Cpn inhibitor: Inhibitors of TCP-1 ring complex (TRiC) of Methanococcus maripaludis (MmCpn): qHTS; AID 504842, 2011; hit rate 0.031% among 330,000; Potency, µM (titrated, usually from 76.9 µM), for inactives: top-dose activity, negative = inhibition, most hits filed as inhibitors; purified Mm-Cpn ATPase, ADP Transcreener TR-FRET; further: potency means the concentration at half of the fitted maximal effect; on the % scale 0 is the no-effect control and ±100 the full control effect; nearly all actives have a fitted effect of over 80% in size
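Eu-cryptate anti-ADP/ADP-d2 competition gives a ratio inversely related to ADP. Enzyme at 25 nM was pre-exposed to compound for 10 min, then given 10 uM ATP for 30 min, 37°C throughout.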
Akt phos inh: HTS Assay for Inhibitors of Akt Phophorylation: Primary Screen; AID 651550, 2012; Neuro2A IGF-stimulated pAkt S473 HTRF, 20 min; hits give low values; activity change, % for hits at 50 µM; hit rate 0.32% among 360,000; in the data active means activity change below about -80%; inconclusive means mostly about -51% to -80%; further: on the % scale 0 is the no-effect control and ±100 the full control effect
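Single-point screen (50 µM final compound) in Neuro2A cells stimulated 20 min with 6 nM IGF at 37 deg C. After lysis, Ser473-phosphorylated Akt read by HTRF (ex 330 nm, em 615/665 nm) as the 665/615 ratio.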
* = called active by the depositor; i = inactive; ? = inconclusive; / = not tested or not shown; & = joins results of further samples; [ ] = dose if it differs, or a comment. Unless noted, the call rests on the fitted dose curve; in most records, active means well fitted curve in the direction sought with a large enough effect; inconclusive means small, poorly fitted or top-dose-only effect, or another doubt; inactive means no such curve, though single readings can be large; an effect the other way counts as inactive or inconclusive. A portion of the library (hit frequency here may not be typical).

SMILES	D3 ag	CCT modulator	EPAC2 antagonist	EPAC2 agonist	PTHR1 agonist	D3 antag	Mm-Cpn inhibitor	Akt phos inh
Cc1cc(NC(=O)COC(=O)CCS(=O)(=O)c2ccc(Cl)cc2)no1	16	3.2	2%	4%	15%	2	-4%	i
O=C(O)c1cccc(C(=O)c2cccc(C(=O)O)c2)c1	0	1.7	13%	7%	i	-12	0%	i
O=C(NCCc1ccccc1)c1noc2c1CCCCC2	5	1.0	7%	10%	-10%	-3	0%	i
COC(=O)Cc1ccc(NC(=S)NCCO)cc1	12	-1.9	11%	2%	-5%	12	1%	i
O=C(Nc1ccc(S(=O)(=O)N2CCOCC2)cc1)c1ccc(Cl)c([N+](=O)[O-])c1	-7	-1.4	13%	2%	-35%[inhibitor]	-23	/	i
COC(=O)c1cc(OC)c(OC)cc1NC(=O)c1c(-c2ccccc2)noc1C	21	-1.0	-1%	3%	-11%[57.5 µM]	30	1%	i
O=C(CSc1nnc2c(n1)[nH]c1ccccc12)OCc1ccccc1	12	0.3	2%	3%	-31%[inhibitor][57.5 µM]	77	0%	i
CCc1ccc(CNCCNC(=O)c2ccco2)cc1	-1	2.5	-3%	-12%	-9%	-5	/	i
C=CCN(c1ccccc1)S(=O)(=O)c1cccc(C(=O)NCC(c2ccc(F)cc2)N2CCOCC2)c1 (stereo not drawn)	-16	-1.5	-4%	-2%	i	-6	1%	i
N#Cc1ccccc1N=C1CCCN1Cc1ccccc1	-3	0.3	-2%	2%	-21%[57.5 µM]	?	0%	i
COc1cccc(C2NC(=O)NC(C)=C2C(=O)OCC2CCCCC2)c1 (stereo not drawn)	13	0.2	9%	12%	1%	4	1%	i
c1ccc(Cn2nnc3c(Nc4ccc5c(c4)OCO5)nc(C4CC4)nc32)cc1	29	-2.7	2%	-9%	i	25	2%	i
CC(=O)CC1c2ccccc2C=C(c2ccsc2)N1c1ccc(-c2cccs2)cc1 (stereo not drawn)	-2	-0.4	3%	5%	-6%	-3	/	i
CC(=O)NC(CC(=O)NNC(=O)C(C)Oc1ccccc1F)c1ccccc1 (stereo not drawn)	11	1.2	4%	0%	i	13	-1%	i
CCCC(=O)Nc1c2c(nc3ccccc13)N(c1ccccc1)CC2	3	2.0	0%	-8%	-12%	4	-6%	i
COCCN(CCOC)Cc1cc(=O)oc2cc(C)ccc12	7	-1.8	-16%	0%	-17%	3	/	i
O=C(COC(=O)c1ccc(O)cc1)Nc1ccc2c(c1)OCO2	0	0.9	-6%	7%	-29%	12	-2%	i
Cc1ccc(NC(=O)NCC(c2cccnc2)N2CCOCC2)cc1 (stereo not drawn)	-2	-2.2	-2%	4%	i	-8	-1%	i
COC(=O)c1cc(NC(=O)CSc2nnc(CN3CCOCC3)n2C)ccc1Cl	2	1.5	0%	-3%	i	20	0%	i
Cn1c(N)c(C(=O)CCl)c(=O)n(Cc2ccccc2)c1=O	-10	-4.8	-5%	2%	-34%[inhibitor]	-18	0%	i
CC[n+]1c(S(=O)(=O)[O-])ccc2ccc(C)cc21	-2	-0.5	9%	5%	-39%[inhibitor]	-9	1%	i
O=C1NC(=S)SC1=Cc1cccs1	-9	-3.3	?	8%	-14%	?	/	i
CC(=O)c1sccc1NC(=O)c1ccccc1C(=O)O	-5	0.2	4%	3%	29%	30	-16%	i
COc1ccc(CNC(=O)c2cc(=O)c3ccc(C)c(C)c3o2)cc1	-9	-1.3	1%	5%	-6%	0	-1%	i
Cc1ccccc1OCC(O)Cn1c(Br)nc2c1c(=O)n(C)c(=O)n2C (stereo not drawn)	1	-0.4	-3%[57.1 µM]	3%	i	45	1%	i
COC(=O)c1cc(C(=O)N2CCN(C(=O)c3ccco3)CC2)cc([N+](=O)[O-])c1	5	-1.8	-5%	4%	i	4	-4%	i
CCCCN1CC(COc2ccccc2)Oc2cccc(F)c2S1(=O)=O (stereo not drawn)	-11	0.5	-10%	9%	i	52	/	i
O=C1N(Cc2cccnc2)C[C@@H]2C[C@@H](c3ccc(C(F)(F)F)cc3)N3CCC[C@@]123	3	-6.3	0%	-7%	-11%	0	3%	i
CCC(=O)N1CCN(c2nc3ccccc3s2)CC1	-5	-1.7	-3%	7%	-8%[57.5 µM]	-8	1%	i
COc1ccc(-n2c3c(c(=O)[nH]c2=O)C(NC(=O)c2ccncc2)(C(F)(F)F)C(=O)N3)cc1 (stereo not drawn)	6	-1.0	3%	6%	-48%[inhibitor]	-1	0%	i
COc1ccc(CNC(=O)C2Cc3ccccc3CN2C(=O)c2ccco2)cc1 (stereo not drawn)	8	-3.6	-4%	4%	i	11	0%	i
COCCN1C(=O)c2ccccc2C(C(=O)NCc2ccco2)C1c1c[nH]c2ccccc12 (stereo not drawn)	-7	-0.3	8%	2%	-4%[57.5 µM]	-1	2%	i
O=C(O)c1ccc2cc[nH]c2c1	-4	-3.1	7%	8%	i	20	0%	i
COC(=O)C/C=C/N(Cc1ccccc1OC)S(=O)(=O)CCl	0	1.2	-5%	6%	-52%[inhibitor]	14	1%	i
Cc1c([N+](=O)[O-])c([N+](=O)[O-])nn1CC(=O)N1CCOCC1	-4	-1.5	5%	8%	14%	12	0%	i
CN(C)S(=O)(=O)c1cccc(NC(=O)COC(=O)c2cc(=O)[nH]c(=O)[nH]2)c1	4	0.2	2%	0%	i	11	1%	i
CCOC(=O)c1[nH]cnc1C(=O)Nc1cccc(OC)c1	-1&4	0.8	5%	9%	-13%	1	-1%	i
COn1c(-c2ccccc2)nc2c1CCc1nonc1-2	-15	-4.7	-5%	5%	i	10	1%	i
COc1ccc(C(=O)NNC(=O)Cn2nc(C)cc2C)cc1S(=O)(=O)N1CCOCC1	-14	1.3	17%	11%	-6%	0	/	i
Cc1cccc(-c2nnc(C(C)Nc3cccc(C(=O)NC4CC4)c3)o2)c1 (stereo not drawn)	1	1.8	-8%	3%	-23%	17	/	i
O=C(O)c1cc(-c2ccccn2)n[nH]1	-3	0.1	5%	4%	-28%	13	2%	/
CCCOc1ccc(/C(O)=C2/C(=O)C(=O)N(CCCn3ccnc3)C2c2ccc(C)o2)cc1 (stereo not drawn)	-2	-2.8	7%	-3%	-15%	-6	-1%	i
Cc1oc2c(C)c(O)ccc2c(=O)c1-c1cnn(-c2ccccc2)c1	9	1.1	0%	-8%	i	6	3%	i
O=[N+]([O-])c1cc(/C=N/N2CCN(c3ccccc3)CC2)ccc1Cl	-7	-0.5	2%	-2%	i	-5	1%	i
CCN(CC)C(=O)CSc1nnc2nnc3cc(C)ccc3n12	-9	-0.2	0%	7%	i	-9	2%	i
CN(Cc1cnccn1)Cc1nc(Cc2ccccc2Cl)no1	-8	-0.3	7%	-8%	i	-14	1%	i
Cc1ccccc1N1CCN(C2CCCN(C(=O)c3cnsn3)C2)CC1 (stereo not drawn)	7	-3.3	0%	4%	i	-3	1%	i
Cc1sc2ncnc(SCC(=O)c3cccs3)c2c1C	11	-2.6	-2%[57.1 µM]	5%	-15%[57.5 µM]	43	-11%	i
O=C(/C=C/c1ccc(S(=O)(=O)N2CCOCC2)cc1)N1CCN(c2ccccc2)CC1	1	0.0	4%	6%	-97%[inhibitor]	18	2%	i
CC(C)c1ccc(C(C(C(=O)c2ccccc2)N2CCOCC2)N2CCOCC2)cc1 (stereo not drawn)	-9	1.1	-13%	-7%	-43%	-28	/	i
CCOC(=O)c1[nH]c2cc3c(cc2c1NC(=O)CN1CCC2(CC1)OCCO2)OCO3	0	1.7	11%	3%	i	103	-6%	i
O=C1CCN(S(=O)(=O)c2ccccc2)CCN1CCOCc1ccc(C(F)(F)F)cc1	5	-0.2	-17%	9%	-47%[inhibitor]	-19	-3%	i
COc1ccc(CNC2CCCc3ccccc32)cc1OC (stereo not drawn)	-24	1.6	10%	3%	i	4	-1%	i
COc1cc(C2NC(=S)NC(O)(C(F)(F)F)C2C(=O)c2cccs2)cc(OC)c1O (stereo not drawn)	-3	2.4	14%	4%	i	10	3%	i
NC(=O)c1cc[n+](CC(=O)NC(=O)Nc2ccccc2)cc1	0	0.4	5%	10%	i	-12	1%	i
CCCN1C(=O)c2cc(C(=O)NC3CCCC3)ccc2C1O (stereo not drawn)	-7	-3.3	1%	5%	4%	-17	1%	i
O=C(NCc1nnnn1-c1ccc(F)cc1)C1CC(=O)N(c2ccc(F)cc2)C1 (stereo not drawn)	-14	0.4	11%	9%	-2%	6	-1%	i
CCC(CC)c1nnc(NC(=O)c2cc(C(=O)OC)cc([N+](=O)[O-])c2)s1	-4	-3.3	-1%	5%	i	0	1%	i
CCCCNC(=O)c1c(CSc2ccc(Cl)cc2)noc1C(=O)NCc1ccccc1	-15	-0.7	-18%	6%	-31%[inhibitor]	-16	/	i
O=C(NCc1ccco1)c1sc2cc(Cl)ccc2c1Cl	3	3.4	5%	16%	-22%	-20	-6%	i
Cc1ccc(NS(=O)(=O)c2ccc3c(c2)CCC(=O)N3)cc1C	4	-2.0	-3%&-4%	6%&3%	-5%	12	-15%	i

Arranged by molecular weight (descending): some entries from above
SMILES	D3 ag	CCT modulator	EPAC2 antagonist	EPAC2 agonist	PTHR1 agonist	D3 antag	Mm-Cpn inhibitor	Akt phos inh
O=C1CCN(S(=O)(=O)c2ccccc2)CCN1CCOCc1ccc(C(F)(F)F)cc1	5	-0.2	-17%	9%	-47%[inhibitor]	-19	-3%	i
Cc1cccc(-c2nnc(C(C)Nc3cccc(C(=O)NC4CC4)c3)o2)c1 (stereo not drawn)	1	1.8	-8%	3%	-23%	17	/	i
CCN(CC)C(=O)CSc1nnc2nnc3cc(C)ccc3n12	-9	-0.2	0%	7%	i	-9	2%	i
Cn1c(N)c(C(=O)CCl)c(=O)n(Cc2ccccc2)c1=O	-10	-4.8	-5%	2%	-34%[inhibitor]	-18	0%	i
